# Screening results (PubChem BioAssay)
# CYP2C19 activ: increases human CYP2C19 enzyme activity; 96,000 tested, under 10 active; activation factor at 5 µM; P33261; recombinant CYP2C19, luciferin-H EGE luminescence; hits give high values; 0 = fully inhibited enzyme, 1 = untreated enzyme;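 active = activation factor of at least 2 at 5 µM in the primary screen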;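 also: 0 = wells with 2.5 mM tranylcypromine and 1 = vehicle-only wells; values of inactives mirror those of a sister screen read the other way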
# Target sequence (P33261 whole entry, looked up): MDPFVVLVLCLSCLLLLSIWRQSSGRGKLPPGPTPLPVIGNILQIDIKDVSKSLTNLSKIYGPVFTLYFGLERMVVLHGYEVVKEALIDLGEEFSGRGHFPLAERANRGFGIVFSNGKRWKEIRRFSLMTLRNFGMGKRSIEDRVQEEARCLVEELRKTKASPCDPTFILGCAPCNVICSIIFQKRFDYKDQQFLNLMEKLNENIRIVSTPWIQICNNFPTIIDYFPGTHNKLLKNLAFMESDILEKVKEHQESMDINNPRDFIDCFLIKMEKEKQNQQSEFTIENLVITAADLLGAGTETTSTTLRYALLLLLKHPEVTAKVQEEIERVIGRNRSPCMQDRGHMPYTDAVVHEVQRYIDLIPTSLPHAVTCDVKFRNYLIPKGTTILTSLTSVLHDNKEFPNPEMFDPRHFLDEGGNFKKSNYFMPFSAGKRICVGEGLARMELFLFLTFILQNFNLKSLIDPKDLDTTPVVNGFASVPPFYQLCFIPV
# Lung fibro prol: blocks proliferation of human lung fibroblasts | LL 47 human lung fibroblast viability, ATP luminescence; hits give low values | viability, % at 10 µM | hit rate 1.1% among 85,000 | AID 719;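 active = viability at or below 50% in the single dose screen; inactive = viability above 50%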;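 also: compound exposure lasted 72 h before the ATP readout; 100% = median luminescence of untreated cell-only wells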
#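 Times – overnight cell rest, 72 h compound treatment at 37 °C · Test system – human lung fibroblast line LL 47, low passage · Amount – 1,150 cells in each well · Controls – cell-only wells, no compound · Doses – 0.1% DMSO in all compound wells · Measured by – CellTiter-Glo luminescence · Buffer or medium – IMEM plus 15% FBS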
# ERa coact pot: ER-alpha (human) coactivator binding potentiation | P03372 | TR-FRET ERalpha-LBD/SRC-Cy5 coactivator binding, 2 h; 100 = basal binding, no effect | coactivator binding (% of control), % at 25.6 µM | hit rate 1.3% among 86,000 | AID 639; in the data active = activity above about 200%;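 also: binding measured in presence of low estradiol as agonist stimulus; 0% = peptide alone without receptor and 100% = receptor with peptide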
# ERa coact inh: blocks coactivator binding to human estrogen receptor alpha; inhibition, % at 25.6 µM; hit rate 1.7% among 86,000; P03372; TR-FRET ER-alpha LBD / SRC-1 peptide, estradiol-bound; in the data active = inhibition above about 50%;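 also: 0% = receptor plus peptide control and 100% = peptide only without receptor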
# H69AR growth 86K: blocks growth of human H69AR lung tumor cells; H69AR lung tumor viability, ATP luminescence, 72 h; hits give low values; hit rate 6% among 85,000; viability, % at 10 µM; AID 598;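 active = viability at or below 40%; inactive = viability above 40%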;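 also: multidrug resistant small cell line overexpressing MRP-1 efflux transporter; 100% = mean luminescence of untreated control wells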
# CD11b adhes enh: enhancers of human CD11b/CD18 binding to fibrinogen. P05107+P11215. K562 CD11b/CD18 adhesion to fibrinogen, ATPlite luminescence. activation, % at 10 µM. hit rate 0.07% among 93,000. AID 1499;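 active = 10 µM primary screen giving 50% or more activity, confirmed by 40% or more on retest at that dose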; also: strong numbers were not always called active
# CD11b adhes inh: CD11b/CD18-fibrinogen binding inhibition. K562 CD11b/CD18 adhesion to fibrinogen, ATPlite luminescence; Mn2+ added to activate the integrin. inhibition, % at 10 µM. hit rate 0.54% among 93,000. AID 1497;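 active = primary inhibition of 50% or more at 10 µM, then 40% or more on retest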; also: some results filed as inactive read as strong as hits
# HUVEC prolif 384: inhibitors of human endothelial cell proliferation; viability, % at 10 µM (by protocol); hit rate 1.1% among 86,000; HUVEC proliferation, CellTiter-Glo luminescence, 72 h; hits give low values;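 active = viability at or below 30%; inactive = viability above 30%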;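 also: 100% = median luminescence of DMSO-only cell control wells on each plate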
# CYP2C19 inhib: human CYP2C19 inhibition | P33261 | CYP2C19 Supersomes, luciferin-H EGE luminescence, 30 min | inhibition, % at 5 µM | hit rate 21% among 96,000 | AID 778;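 active = CYP2C19 inhibition above a set limit at 5 µM in the primary screen, cut at about 50% in these data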;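 also: plate controls were negative control wells for no effect and 2.5 mM tranylcypromine positive control for full effect; values of inactives mirror those of a sister screen read the other way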
# An asterisk follows results filed as active; . = not tested or not shown.
cpd | SMILES | CD11b adhes enh | ERa coact inh | CYP2C19 inhib | CYP2C19 activ | ERa coact pot | CD11b adhes inh | H69AR growth 86K | Lung fibro prol | HUVEC prolif 384
1 | CCCc1cc(C(N)=S)ccn1 | -2.6 | -13.8 | 48.1 | 0.5 | 120.6 | -10.8 | 96.3 | 99.5 | 92.7
2 | O=C1CCc2cc(OCCCCc3nnnn3C3CCCCC3)ccc2N1 | . | -2.0 | . | . | 131.0 | . | 83.2 | 90.2 | 86.2
3 | COc1cc(C(=O)NCCCCCC(=O)O)cc(OC)c1OC | -5.6 | 8.8 | 7.6 | 0.9 | 119.5 | -8.1 | 102.9 | 103.9 | 103.4
4 | CCOC(=O)Nc1ccc2c(c1)N(C(=O)CCN1CCOCC1)c1ccccc1S2 | 5.0 | . | 65.2* | 0.3 | . | -17.8 | . | . | .
5 | CN1CCC(=C2c3ccccc3CC(=O)c3sccc32)CC1 | . | -1.6 | . | . | 92.8 | . | 69.4 | 94.5 | 67.9
6 | CN1CCN(c2c(F)cc3c(=O)c(C(=O)O)cn4c3c2SCC4)CC1 | . | -0.1 | . | . | 120.7 | . | 91.3 | 105.4 | 95.8
7 | COc1ccc(S(=O)(=O)Nc2nnc(CC(C)C)s2)cc1 | -1.5 | -1.6 | -2.3 | 1 | 114.0 | -1.5 | 108.9 | 97.5 | 99.2
8 | COc1cc(NC(=O)c2cc(C3CC3)on2)c(OC)cc1Cl | 1.4 | 10.6 | 8.6 | 0.9 | 99.5 | -14.4 | 72.1 | 94.0 | 100.7
9 | CN(C)CCOC(=O)C(c1ccccc1)C1(O)CCCC1 (stereo unspecified) | . | -9.6 | . | . | 100.7 | . | 92.6 | 92.0 | 92.4

# An excerpt of these results, with values under each structure.
# Results follow in this order: CD11b adhes enh | ERa coact inh | CYP2C19 inhib | CYP2C19 activ | ERa coact pot | CD11b adhes inh | H69AR growth 86K | Lung fibro prol | HUVEC prolif 384
[1] CCCc1cc(C(N)=S)ccn1
→ -2.6 | -13.8 | 48.1 | 0.5 | 120.6 | -10.8 | 96.3 | 99.5 | 92.7
[2] O=C1CCc2cc(OCCCCc3nnnn3C3CCCCC3)ccc2N1
→ . | -2.0 | . | . | 131.0 | . | 83.2 | 90.2 | 86.2
[3] COc1cc(C(=O)NCCCCCC(=O)O)cc(OC)c1OC
→ -5.6 | 8.8 | 7.6 | 0.9 | 119.5 | -8.1 | 102.9 | 103.9 | 103.4
[4] CCOC(=O)Nc1ccc2c(c1)N(C(=O)CCN1CCOCC1)c1ccccc1S2
→ 5.0 | . | 65.2* | 0.3 | . | -17.8 | . | . | .
[5] CN1CCC(=C2c3ccccc3CC(=O)c3sccc32)CC1
→ . | -1.6 | . | . | 92.8 | . | 69.4 | 94.5 | 67.9
[6] CN1CCN(c2c(F)cc3c(=O)c(C(=O)O)cn4c3c2SCC4)CC1
→ . | -0.1 | . | . | 120.7 | . | 91.3 | 105.4 | 95.8
[7] COc1ccc(S(=O)(=O)Nc2nnc(CC(C)C)s2)cc1
→ -1.5 | -1.6 | -2.3 | 1 | 114.0 | -1.5 | 108.9 | 97.5 | 99.2
[8] COc1cc(NC(=O)c2cc(C3CC3)on2)c(OC)cc1Cl
→ 1.4 | 10.6 | 8.6 | 0.9 | 99.5 | -14.4 | 72.1 | 94.0 | 100.7
[9] CN(C)CCOC(=O)C(c1ccccc1)C1(O)CCCC1 (stereo unspecified)
→ . | -9.6 | . | . | 100.7 | . | 92.6 | 92.0 | 92.4

# These rows are one share of the data. The share of hits here may be higher or lower than overall.
